FEN1 inh – blocks human flap endonuclease 1; AID 588795; P39748; 390,000 tested, 0.35% active; Recombinant FEN1 flap cleavage, fluorescence, 15 min; Potency, µM (top dose mostly 114 µM), without a hit: at the top dose activity change, negative = inhibition, hits mostly inhibitors; also: nearly all actives have a fitted effect of over 65% in size
Target sequence (P39748 whole entry, looked up): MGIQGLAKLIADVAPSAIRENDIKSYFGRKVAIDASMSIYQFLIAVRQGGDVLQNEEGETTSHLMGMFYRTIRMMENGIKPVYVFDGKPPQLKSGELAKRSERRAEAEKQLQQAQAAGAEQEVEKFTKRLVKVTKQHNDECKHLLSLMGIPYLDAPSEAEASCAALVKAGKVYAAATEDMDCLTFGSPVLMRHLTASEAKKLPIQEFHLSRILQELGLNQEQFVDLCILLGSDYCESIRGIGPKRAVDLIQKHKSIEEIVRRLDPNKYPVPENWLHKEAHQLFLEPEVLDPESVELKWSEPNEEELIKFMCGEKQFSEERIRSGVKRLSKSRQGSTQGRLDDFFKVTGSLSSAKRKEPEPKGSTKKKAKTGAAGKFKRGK
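Read-out was taken twice, immediately and after 15 min, following addition of 50 nM substrate to 10 nM FEN1 that had sat with test compound for 15 min at room temperature. Curves came from a four-parameter Hill model.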
N370S GC – inhibitors or activators of N370S glucocerebrosidase for Gaucher disease; N370S GC spleen homogenate, 4MU-glucoside fluorescence; Potency, µM (series often up to 59.4 µM), without a hit: at the highest dose activity change, negative = inhibition, hits mostly inhibitors; P04062; 330,000 tested, 0.092% active; AID 2101;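 also: 0% = full enzyme activity and -100% = no enzyme basal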
DT40 TDP1 CPT – growth inhibition of DT40 Tdp1-/-;hTDP1 cells with camptothecin (screen for TDP1 inhibitors). chicken DT40 Tdp1-/-;hTDP1 cells + 20 nM CPT, ATP luminescence, 48 h. Potency, µM (series often up to 46.2 µM), inactives show top-dose activity change, negative = growth inhibition, most hits filed as inhibitors. 420,000 tested, 12% active. AID 686979; also: nearly all actives have a fitted effect of over 55% in size
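Cell growth measured by CellTiter-Glo luminescence after a minimum 48 h, 37 C compound exposure with 20 nM CPT in Tdp1-knockout DT40 cells stably expressing hTDP1, seeded 400/well; qHTS titration format.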
The depositor's hits bear a star; ? = inconclusive; . = not tested or not shown; & = joins results of further samples. Calls follow the shape of the dose curve; as a rule, active = well fitted curve in the direction sought with a large enough effect; inconclusive = small, poorly fitted or top-dose-only effect, or another doubt; inactive = no such curve, though single readings can be large; an effect the other way counts as inactive or inconclusive. Unless noted, % is scaled to controls: 0 for no effect and ±100 for the full control effect; potency is read from the fitted curve at half-maximal effect. The list is partial, so the mix of outcomes need not match the whole.

SMILES	FEN1 inh	N370S GC	DT40 TDP1 CPT
CCOC(=O)C1=C(N)N(c2ccc(C)cc2)C2=C(C(=O)CCC2)C1c1cccs1 (stereo unspecified)	-17%	8%	?
Cc1ccc(C2=CC(c3cccs3)n3nnnc3N2)cc1 (stereo unspecified)	1%	?	?
CCN(CC(=O)Nc1c(F)cccc1F)C(=O)CSCC(=O)Nc1cccc(C)c1	-2%	2%	-16%
Cc1ccc(C)c(NC(=O)CN(C)C(=O)COc2cccc3c2OC(C)(C)C3)c1	-4%	-12%	5%
CCCCN(C(=O)c1cccc(S(=O)(=O)N2CCOCC2)c1)c1c(N)n(CCC)c(=O)[nH]c1=O	-8%	1%	6%
COc1ccc2[nH]c(C(=O)N3CCC(CO)(Cc4cccc(C(F)(F)F)c4)CC3)c(C)c2c1	-29%	-11%	?
COc1ccccc1C(=O)N1c2ccccc2Sc2ccccc21	-6%	19%	5.8µM*
O=S(=O)(c1ccccc1)N(c1ccccc1)S(=O)(=O)c1ccccc1	6%	.	?
O=C(CSc1nnc2[nH]c(=O)cc(-c3ccccc3)n12)Nc1ccccc1C(F)(F)F	17%	.	-2%
COc1cc(C(=S)N2CCCCC2)ccc1OCC(=O)N1CCCC1	-3%	-4%	-1%
Cc1cnc(CNc2cc(-c3ccccc3C)ncn2)cn1	.	-2%	1%
COC(=O)c1ccc(Oc2c(C)oc3c(CN4CCN(C)CC4)c(O)ccc3c2=O)cc1	6%	-11%	?
Cc1ccc(OCCCC(=O)Nc2cc(Cl)ccc2-n2cncn2)cc1	4%	-21%	-14%
COc1ccc(S(=O)(=O)NCC2CCCN(C(=O)CCSC)C2)cc1 (stereo unspecified)	13%	1%	-10%
COc1ccc(NC(=O)c2cc(-c3ccccc3)nc3c2c(C)nn3-c2ccccc2)c(OC)c1	-3%	0%	?
COc1ccc(-c2c(-c3ccc(OC)cc3O)nc(C)nc2C(F)(F)F)cc1	14%	-8%	-21%
O=C(Oc1ccccc1N1C(=O)C2CCCCC2C1=O)c1ccccc1F (stereo unspecified)	-9%	3%	-4%
O=C(CSCc1nc2scc(-c3cccs3)c2c(=O)[nH]1)Nc1ccccn1	-4%	?	-2%
Fc1ccc(Nc2nc(-c3cccc(Cl)c3)c3c(n2)-c2ccccc2OC3)c(F)c1	1%	.	-17%
C=CCN1C(=O)C(C)(C)Nc2ccccc21	4%	2%	-17%
Cc1cc(C(=O)OCC(=O)Nc2ccc(F)c(F)c2)c(C)o1	-12%	5%	-21%
COc1cccc2cc(NC(=O)C3CCCCC3)c(=O)oc12	-2%	-11%	-7%
CN(Cc1ccc(F)cc1)C(=O)COc1ccc2ccccc2c1	4%	-14%	22%
Cn1c(SCc2cccc([N+](=O)[O-])c2)nc2c(c1=O)SCC2	-20%	6%	?
COc1ccccc1N=c1oc2cc(O)ccc2cc1C(N)=O	-8%	?	?
SMILES	FEN1 inh	N370S GC	DT40 TDP1 CPT
CN(C)C(=O)c1ccc(NC(=O)c2cc(-n3cnnc3)ccc2Cl)cc1	3%	5%	?
Cc1ccc(OCCC(=O)OCC(=O)Nc2cc(S(=O)(=O)N(C)C)ccc2C)cc1	9%	-11%	?
O=C(Nc1ccc2snnc2c1)N1CCSCC1	-3%	21%	0%
COc1ccc2ncc3c(-c4ccc(C)c(C)c4)nn(CC(=O)Nc4ccccc4)c3c2c1	10%	.	15µM*
Cc1ccc(NC2=C(NC(=O)c3ccccc3)C(=O)c3ccccc3C2=O)cc1Cl	-9%	-2%	8.2µM*
O=C(NCc1cccnc1)c1ccc(NC(=O)c2ccc(Br)cc2)cc1	2%	-4%	9.2µM*
O=C(O)C1=C(C(=O)Nc2cccc(C(F)(F)F)c2)CCCC1	2%	8%	-2%
Nc1ccn(CC(=O)N2CCN(c3ccccn3)CC2)c(=O)n1	11%	.	9%
Cc1noc(C)c1COc1cccc(C(=O)N(C)Cc2nc3ccccc3c(=O)[nH]2)c1	-9%	.	-7%
O=C1CC2(CON=C2c2ccc(F)cc2)C(=O)N1c1ccc(F)cc1 (stereo unspecified)	-1%	4%	-6%
COc1ccc(-c2noc(CSc3nc4ccccc4c(=O)n3-c3ccccc3)n2)cc1	0%	3%	?
O=C(Nc1ccc(Cl)cc1)OCCN1CCOCC1	-2%	.	-4%
O=c1c2ccccc2sc2ccccc12	-2%	.	2%
CCCNC(=O)c1cc2n(n1)CCCN(Cc1ccc(C)cc1)C2=O	3%	.	-17%
Cc1ccc(N2C(=O)CC(Sc3nc(-c4ccccc4)c4cc(Cl)ccc4n3)C2=O)c(C)c1 (stereo unspecified)	-7%	23%	?
CCCc1cc(=O)oc2c(C)c(OCC(=O)NC3CC(C)(C)NC(C)(C)C3)ccc12	-7%	-15%	-1%
Cc1ccccc1CN(c1ccc(C(=O)Nc2ccccc2C(=O)NCc2ccco2)cc1)S(C)(=O)=O	-17%	-15%	?
Cc1ccc(NC2CCCN(C(=O)c3c(C)noc3C)C2)cc1C (stereo unspecified)	3%	-9%	-14%
CCOC(=O)c1c(C)[nH]c2c1-c1ccccc1C(=O)C2=O	?	-5%	0.52µM*
COc1cccc(-c2nc(CS(=O)(=O)CC(=O)N3CCc4ccccc4C3)c(C)o2)c1	-3%	6%	?
Oc1cc2c(cc1O)CN(C(=S)NCCc1ccc(Cl)cc1)CCC2	?	-8%&-9%&-14%&-11%	7.1µM*
C[C@H](NC(=O)OC(C)(C)C)C(=O)NCC1CCC(C(=O)N[C@@H](Cc2ccccc2)C(=O)O)CC1 (stereo partly specified)	3%	-9%	-1%
O=C(NNc1ccc([N+](=O)[O-])cc1)c1ccccc1F	-2%	-14%	-4%
COC(=O)[C@]1(Cc2ccccc2)N[C@H](c2ccc(-c3ccc(Cl)c(Cl)c3)cc2)[C@@H]2C(=O)N(C)C(=O)[C@@H]21	8%	0%	18µM*
CCOC(=O)CCC(=O)O[C@H]1C(O[C@@H]2C(C)[C@H](O[C@H]3C[C@@](C)(OC)C(O)C(C)O3)C(C)C(=O)OC(CC)[C@@](C)(O)C(O)[C@H](C)C(=O)C(C)C[C@]2(C)O)OC(C)CC1N(C)C (stereo partly specified)	.	-3%	3%

5 compounds already listed, arranged by heavy-atom count, lowest first:
SMILES	FEN1 inh	N370S GC	DT40 TDP1 CPT
O=C(NCc1cccnc1)c1ccc(NC(=O)c2ccc(Br)cc2)cc1	2%	-4%	9.2µM*
CCCc1cc(=O)oc2c(C)c(OCC(=O)NC3CC(C)(C)NC(C)(C)C3)ccc12	-7%	-15%	-1%
COc1ccc(-c2noc(CSc3nc4ccccc4c(=O)n3-c3ccccc3)n2)cc1	0%	3%	?
COC(=O)[C@]1(Cc2ccccc2)N[C@H](c2ccc(-c3ccc(Cl)c(Cl)c3)cc2)[C@@H]2C(=O)N(C)C(=O)[C@@H]21	8%	0%	18µM*
Cc1ccccc1CN(c1ccc(C(=O)Nc2ccccc2C(=O)NCc2ccco2)cc1)S(C)(=O)=O	-17%	-15%	?

Further structures
SMILES	FEN1 inh	N370S GC	DT40 TDP1 CPT
CC(C)CNS(=O)(=O)c1ccc(CCC(=O)Nc2cc(Cl)ccc2Oc2ccccc2)cc1	-10%	7%	?
Cc1cccc(C(=O)N[C@H](C(=O)Nc2nc3ccccc3[nH]2)C(C)C)c1	-2%	11%	3.3µM*
O=C(c1cccc(Cl)c1)N1CCN(C2CCCCC2)CC1	5%	-2%	3%
N#Cc1c(F)cccc1NCCCn1ccnc1	1%	.	-13%
O=C(NCc1ccco1)c1cnn2cccnc12	13%	7%	6%
CCc1ccccc1NC(=O)C1CCCN1C(=O)Nc1ccc(C)cc1 (stereo unspecified)	-1%	-2%	3%
CN1CCN(S(=O)(=O)c2ccc(C3CCCCC3)cc2)CC1	-10%	-4%	-5%
COc1cccc(NC(=O)C2CC(=O)n3cnnc3S2)c1 (stereo unspecified)	16%	-6%	2.9µM*
COc1cc(CN2CCC(C(=O)NC3CCCC3)CC2)cc(OC)c1O	-2%	6%	-16%
COc1ccc(C2=Nn3c(nnc3-c3ccccn3)SC2)cc1OC	6%	9%	-23%
Cc1cc(C)c2c(=O)c3c(oc2c1)C(=O)N(Cc1ccco1)C3c1ccc(F)cc1 (stereo unspecified)	-6%	.	-2%
O=C1CCCC2=C1C(c1ccsc1)CC(=O)N2c1nnc(SCc2ccccc2)s1 (stereo unspecified)	-19%	4%	-9%
O=C(O)c1ccccc1OCc1nc2ccccc2s1	3%	21%	12%
CC(C)C(NS(=O)(=O)c1cccs1)C(=O)N(C)Cc1ccccc1 (stereo unspecified)	4%	-1%	-15%
Cc1ccccc1-n1c(C)nc2ccccc21	-4%	-10%	?
CCOC(=O)C1CCCN(C(=O)c2[nH]c3ccccc3c2Sc2ccc(Cl)cc2)C1 (stereo unspecified)	14%	.	?
Cn1c2c(c(=O)n(C)c1=O)C(NC(=O)c1ccco1)(C(F)(F)F)C(=O)N2 (stereo unspecified)	8%	10%	-9%
Cc1cc(Br)ccc1NC(=O)CNC(=O)CSc1ncccn1	-1%	.	-9%
NC(=O)CC1(CC(=O)O)CCCCC1	13%	7%	4%
COCCCNC(=O)Cn1c(=O)n(Cc2ccccc2Cl)c(=O)c2cc(OC)c(OC)cc21	4%	6%	?
CCCCn1c(N)c(N(CCOC)C(=O)CCc2ccc(OC)cc2)c(=O)[nH]c1=O	1%	2%	14%
CCN(CC)S(=O)(=O)c1ccc(NC(=O)c2cc(-c3ccccc3)nc3ccccc23)cc1	6%	-16%	0%
Cc1cc(C(=O)N/N=C/c2cccn2C)no1	-4%	-2%	10%
CC(C)(C)OC(=O)C[C@H]1C/C=C\C[C@@H](CC(=O)N(CCO)Cc2ccccc2)C(=O)NCCOC1=O	25%	.	?
CC(=O)c1cccc(NC(=O)C2COc3ccccc3O2)c1 (stereo unspecified)	-9%	-3%	-6%
SMILES	FEN1 inh	N370S GC	DT40 TDP1 CPT
O=C(CSCc1ccc(F)cc1)N1CCOCC1	-1%	-7%	17%
Cc1[nH]c2ccccc2c(=O)c1C(=O)/C=C/c1ccccc1	-12%	-7%	5.2µM*
CC(=O)Nc1ccc(C2=NN(c3ccccc3)C(c3cccs3)C2)cc1 (stereo unspecified)	0%	?	8%
Cc1ccc(-c2noc(-c3ccc(NC4CCCC4)c([N+](=O)[O-])c3)n2)cc1	10%	.	-29%
COc1ccc(Nc2nc(NC(C)(C)C)nc(N3CCCC3)n2)c(OC)c1	-22%	-24%	23µM*
CC(C)Sc1nc2sc3c(c2c(=O)n1-c1ccccc1)CCCC3	9%	.	?
N=C1C(c2nc3ccccc3[nH]2)=C(O)CN1c1ccccc1	1%	22%	?
O=C1CC(c2ccccc2)=Nc2ccc(Br)cc2N1	6%	7%	?
CC(C)N=C(NS(=O)(=O)c1ccccc1)C(Cl)(Cl)Cl	4%	8%	2.9µM*
C[C@H](CO)N1C[C@H](C)[C@@H](CN(C)C(=O)NC2CCCCC2)Oc2ccc(NS(=O)(=O)c3cccs3)cc2C1=O	5%	.	-7%
Cc1ccc(S(=O)(=O)N2CCN(c3c([N+](=O)[O-])cc(C(F)(F)F)cc3[N+](=O)[O-])CC2)cc1	1%	2%	?
CC(OC(=O)C1=COCCO1)C(=O)NC1(C#N)CCCCC1 (stereo unspecified)	0%	.	-15%
Cc1c(C)c2c(OCC(=O)N[C@@H](Cc3ccccc3)C(=O)O)cc3c(c2oc1=O)CCC(C)(C)O3	-15%	?	-4%
Cc1nnc2ccc(N3CCC4(CC3)OCCO4)nn12	1%	6%	0%
COc1ccc(C(=O)N(C)c2ccccc2C(=O)NCCc2ccccc2)cc1	20%	-2%	4.1µM*
N#CC1(c2ccccc2)CCCN1C(=O)c1ccco1 (stereo unspecified)	-10%	-4%	-5%
O=[N+]([O-])c1cc(C(F)(F)F)ccc1SCC(O)CO (stereo unspecified)	-4%	4%	-1%
Cc1ccc(S(=O)(=O)NCC(c2ccco2)N2CCc3ccccc3C2)cc1 (stereo unspecified)	-5%	5%	23µM*
CN1CCCN(C(=O)CNC(=O)c2ccccc2Br)CC1	6%	.	-14%
O=C(c1cccs1)N(Cc1cccnc1)c1nc2c(Cl)cccc2s1	-20%	.	-21%
Cc1nc2ccccn2c(=O)c1NC(=O)c1ccc(C(F)(F)F)cc1	-5%	.	-25%
O=C(N/N=C/c1ccc(Br)cc1)c1cc[n+](Cc2ccccc2)cc1	0%	6%	0%
COc1c2c(cc3oc(=O)c4c5ccc(O)cc5oc4c13)OC(C)(C)CC2	6%	.	16µM*
COc1ccc(OCC(=O)Nc2nc3cc4c(cc3s2)OCCO4)cc1	-3%	.	3%

Just N370S GC and FEN1 inh, for six of the compounds above:
SMILES	N370S GC	FEN1 inh
COc1ccc(Nc2nc(NC(C)(C)C)nc(N3CCCC3)n2)c(OC)c1	-24%	-22%
CC(C)Sc1nc2sc3c(c2c(=O)n1-c1ccccc1)CCCC3	.	9%
N=C1C(c2nc3ccccc3[nH]2)=C(O)CN1c1ccccc1	22%	1%
O=C1CC(c2ccccc2)=Nc2ccc(Br)cc2N1	7%	6%
CC(C)N=C(NS(=O)(=O)c1ccccc1)C(Cl)(Cl)Cl	8%	4%
C[C@H](CO)N1C[C@H](C)[C@@H](CN(C)C(=O)NC2CCCCC2)Oc2ccc(NS(=O)(=O)c3cccs3)cc2C1=O	.	5%

Source: PubChem
